# AID inhibitor: blocks human AID cytidine deaminase activity; AID deamination FRET fluorescence, UDG-coupled, 4 h; Potency, µM (series often up to 115 µM), for inactives: top-dose activity change, negative = inhibition, usual class: inhibitors; hit rate 0.32% among 91,000; also: nearly all actives have a fitted effect of over 25% in size
# Target sequence (Q9GZX7 whole entry, looked up): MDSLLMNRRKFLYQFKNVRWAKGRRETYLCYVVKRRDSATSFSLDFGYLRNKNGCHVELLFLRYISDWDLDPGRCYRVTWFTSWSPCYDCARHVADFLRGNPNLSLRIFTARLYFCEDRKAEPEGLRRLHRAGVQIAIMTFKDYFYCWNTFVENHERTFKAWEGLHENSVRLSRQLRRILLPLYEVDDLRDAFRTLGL
# UDG counter: UDG inhibition counter-screen | Potency, µM (top dose mostly 115 µM), for the others: at the top dose activity change, negative = inhibition, hits mostly inhibitors | hit rate 0.14% among 91,000 | AID 1347430 | FRET deamination/UDG coupled assay, UDG read, 4 h; also: nearly all actives have a fitted effect of over 65% in size
# * hit, by the source's call; u = inconclusive; & = joins results of further samples; [ ] = dose if it differs, or a comment. Calls follow the shape of the dose curve; as a rule, active = well fitted curve in the direction sought with a large enough effect; inconclusive = small, poorly fitted or top-dose-only effect, or another doubt; inactive = no such curve, though single readings can be large; an effect the other way counts as inactive or inconclusive. % is scaled to controls: 0 for no effect and ±100 for the full control effect; potency is read from the fitted curve at half-maximal effect. This is a subset, so the mix of outcomes need not match the whole.
SMILES,AID inhibitor,UDG counter
COCc1nnc(NC(=O)c2ccc3c(ccn3Cc3ccccc3)c2)s1,-9%,-1%
COc1ccc2c(C)c(CCC(=O)NCCc3ccc(OC)c(OC)c3)c(=O)oc2c1,13%,-10%
CCOCCCNCc1cccc(OC)c1,5%,-1%
CC1=C(C(=O)OC(C)(C)C)C(c2ccc(Cl)cc2)NC(=O)N1 (configuration not stated),-3%,1%
CN(C(=O)CSc1nc2ccc(NC(=O)c3ccccc3F)cc2s1)c1ccccc1,-12%,38%[activator]
COC(=O)c1ccc(NC(=O)c2noc3c2COc2ccc(C)cc2-3)cc1,1%,4%
COc1ccc(CC(=O)NCC(c2cccs2)S(=O)(=O)c2ccc(C)cc2)cc1 (configuration not stated),u,u
COc1ccc(S(=O)(=O)N(C)C)cc1NC(=O)Cc1nn(C)c(=O)c2ccccc12,-4%,-18%
CCCn1cnc2c1c(=O)n(Cc1csc(C(C)C)n1)c(=O)n2C,-1%,4%
CCCCn1c(=N)n(CCOc2ccccc2OC)c2ccccc21,-15%,-13%
COc1ccc(-n2cnc3c2NC(=O)CC3c2cc(OC)c3c(c2OC)OCO3)cc1 (configuration not stated),u,-9%
CCc1sc(C(N)=O)cc1C,2%,2%
Cc1ccc(OCCn2c(CN3CCOCC3)nc3ccccc32)cc1,-10%,-11%
CC(=O)c1csc(NC(=O)c2nn(C(C)C)c(=O)c3ccccc23)n1,29%,-5%
COc1ccc(Cc2nc3c4c(ncn3n2)Oc2cc(O)ccc2C4c2ccccc2)cc1OC (configuration not stated),-4%,1%
Cc1cccc(/C=C(/C(=O)O)c2cccs2)c1,-2%,5%
Cc1ccccc1CCNC(=O)c1nccnc1N,-4%,-10%
O=C(NCCCN1CCCC1=O)c1cc(=O)c2ccccc2o1,1%,-6%
Cc1ccc(Cn2c(-c3ccccc3)nc3ccccc32)cc1,u,-14%[57.5 µM]
CC(C)(C)c1cc(C(C)(C)C)c2oc(=O)c(-c3nc4ccccc4[nH]3)cc2c1,2%,0%
O=C(NC1(C(F)(F)F)N=C(c2ccccc2)N(CCc2ccccc2)C1=O)C1CC1 (configuration not stated),2%,4%
O=C(Cn1c(=O)c2ccccc2n(CC(=O)Nc2ccccc2F)c1=O)NCCc1ccccc1,13%,-7%
CCc1ccc(CNC(C)(C)CO)cc1,-5%,-4%
Cc1ccc(CNC(=O)c2cccc(CS(C)=O)c2)cc1 (configuration not stated),0%,7%
CCOc1ccccc1NC(=O)N1CCc2c(sc(C)c2CC)C1c1ccccc1 (configuration not stated),-25%,-16%
# Next section.
SMILES,AID inhibitor,UDG counter
Cc1c(Cl)cccc1NC(=O)Nc1c[nH]c(=O)[nH]c1=O,19%,74%[activator]
COc1ccc(CNC(=O)c2ccc(N3CCCC3)c(NC(=O)NCc3ccc(F)cc3)c2)cc1,5%,-11%
CCOC(=O)C(NC(=O)c1cccc(C(F)(F)F)c1)(OCc1ccccc1)C(F)(F)F (configuration not stated),-2%,9%
CCC1CN(C(=O)N2CCC(C(=O)NCc3ccc(C)o3)CC2)c2cc(C)ccc2O1 (configuration not stated),7%,-2%[57.5 µM]
COc1ccc(C2NC(=O)N(C)C3=C2C(=O)N(c2ccccc2)C3)cc1 (configuration not stated),u,-8%
Cc1ccc(C(=O)NC(c2cccnc2)c2ccc(C)c(C)c2)cc1 (configuration not stated),-7%,-1%
CC/C=C(/C)C(=O)NCC(C)(C)N1CCOCC1,0%,-10%
O=C(CCS(=O)(=O)c1ccc(Br)cc1)Nc1ccc(F)cc1F,-19%,4%[57.5 µM]
COCc1nn2c(c1-c1ccccc1)NC(=O)CC2C(=O)Nc1ccccc1C(F)(F)F (configuration not stated),0%,-3%
CN1CCN(C(=O)c2ccc3nc(-c4ccc(F)cc4)c(-c4ccc(F)cc4)nc3c2)CC1,-1%,1%
Cc1cccc(C)c1NC(=O)CSc1nc(-c2cccs2)cc(C(F)(F)F)n1,11%,-4%
O=C(O)c1cc(NCc2ccc(OCc3ccccc3)cc2)ccc1N1CCOCC1,-4%,-10%
Cc1c(C(=O)NCc2ccc(F)cc2)sc2nc(-c3ccccc3)cn12,-5%,-2%
COC(=O)c1c(NC(=O)c2cc(=O)c3ccc(C)c(C)c3o2)sc2c1CCCC2,-16%,-6%[57.5 µM]
Cc1ccc(S(=O)(=O)c2nc(-c3cccs3)oc2SCc2ccc(F)cc2)cc1,5%,-14%
COc1ccc(-c2c(NC(=O)C3CCCCC3)oc3ccccc3c2=O)cc1,8%,11%
CCCCN(Cc1ccccc1)S(=O)(=O)c1ccc2c(c1)CC(C)N2C(=O)CC (configuration not stated),-4%,-6%
COC(=O)c1ccccc1NC(=O)Cn1c(=O)cc(C)c2c(C)nn(-c3cccc(Cl)c3C)c21,1%,16%
CCCn1c(=O)[nH]c(=O)c2c1nc(-c1cccc(OC)c1)n2CCOC,-4%,0%
Fc1ccc(Nc2nc(Nc3ccc(F)cc3)nc(N3CCOCC3)n2)cc1,9%,6%
CCc1ccc(C2CC(=O)Nc3c2c(=O)n(C)c2ncnn32)cc1 (configuration not stated),-8%,4%
O=C(NCc1ccc(Cl)cc1)NCc1noc2ccccc12,10%,0%
CCOC(=O)c1cc(-c2ccc(OC)cc2)n(CCC(=O)Nc2ccccc2OC)c1C,u,0%
Cc1cc(Oc2cccc(C#N)c2C#N)cc(Oc2cccc(C#N)c2C#N)c1,-6%,-11%
N#CC(C#N)=c1[nH]c2ccccc2/c1=C\c1ccccc1,12%,-15%

# Rewritten field by field: entries from further up.
CN1CCN(C(=O)c2ccc3nc(-c4ccc(F)cc4)c(-c4ccc(F)cc4)nc3c2)CC1
  AID inhibitor: -1%; UDG counter: 1%
Cc1cccc(C)c1NC(=O)CSc1nc(-c2cccs2)cc(C(F)(F)F)n1
  AID inhibitor: 11%; UDG counter: -4%

# The listing continues:
SMILES,AID inhibitor,UDG counter
CC(OC(=O)c1sc2ccccc2c1Cl)C(=O)N1CCNC1=O (configuration not stated),-9%,1%
COc1ccccc1NC(=O)c1ccc(-c2nc(COc3ccc(C)cc3)c(C)o2)cc1,-3%,u
CCCCN(CC)CCCNC(=O)CN1C(=O)CSc2ccc(S(=O)(=O)N3CCOCC3)cc21,-4%,-2%
O=C(Nc1ccc2nc(SCC(=O)N3CCCc4ccccc43)sc2c1)c1ccccc1F,-2%,-12%
CN(C)c1ccc(C=O)cc1,-4%,-1%
CCCCCNC(=O)c1cc(-c2ccc(Cl)cc2)nc2ccccc12,-3%,-5%
Cc1ccc(S(=O)(=O)N2CCOCC2)cc1NC(=O)COC(=O)c1ccccc1C(F)(F)F,-4%,5%
CCc1nonc1NC(=O)c1oc2ccc(C)cc2c1C,-17%,-3%
O=C(CSc1ncc(-c2ccc(F)cc2)o1)Nc1ccc(O)cc1,-9%,-3%
CCOc1ccccc1C(=O)Nc1cc(-c2ccc(C)cc2)no1,2%,-14%
CSc1ccc(C2CC(=O)NC3=C2C(=O)CC(C)(C)C3)cc1 (configuration not stated),-3%,-2%
COc1ccc(CNC(=O)c2c3c(nc4ccccc24)C(=O)N(C2CCCCC2)C3)c(OC)c1,1%,-3%
O=C(NCc1coc(-c2cccs2)n1)c1ccc(Cl)cc1Cl,-4%,-3%
O=C(c1cc2ccccc2oc1=O)N(Cc1cccc(Cl)c1)C1CCS(=O)(=O)C1 (configuration not stated),4%&2%,5%&2%
CCCN(c1c(C)n(C)n(-c2ccccc2)c1=O)S(=O)(=O)c1ccc(C)cc1,-25%,-8%
Cc1cc(/C=C/c2nc3c(ccc4ccccc43)s2)cc(C)c1O,107%[activator],-4%
O=C(CCn1c(=O)c2cccn2c2cccnc21)N1CCN(c2cccc(C(F)(F)F)c2)CC1,u,-3%
Cc1ccc(CCNC(=O)CCS(=O)(=O)c2ccc3c(c2)NC(=O)CS3)cc1,2%,8%
COc1ccc2c(c1)CC/C2=N\OC(=O)c1cc(Cl)ccc1OC,-6%,-2%
CCOCCCNC(=O)c1cc(=O)[nH]c2ccc(S(=O)(=O)N3CCCC3)cc12,17%,-7%
Cc1ccc(NC(=O)CN2C(=O)CCc3cc(S(=O)(=O)N4CCOCC4)ccc32)cc1F,-9%,4%
CCSc1nc2c(c(=O)n(C)c(=O)n2C)n1CCCc1ccccc1,-16%,-4%
CCN1c2ccccc2-n2cccc2C12CCN(C(=O)Nc1ccccc1C(F)(F)F)CC2,6%,0%
Clc1ccccc1-n1c(SCc2nc(-c3cccs3)no2)nnc1N1CCCC1,-4%,-25%
Cc1noc(/C=C/c2cccs2)c1S(=O)(=O)N1CCC(C(=O)NCc2ccc(Cl)cc2)CC1,1%,7%[57.5 µM]
# (list continues)
SMILES,AID inhibitor,UDG counter
Cn1c(=O)c2c([nH]c(=O)n2Cc2ccc(Cl)cc2Cl)n(C)c1=O,-3%,3%
COc1ccc(CNC(=O)c2nc(SCc3ccc(C)cc3)ncc2Cl)cc1,3%,7%
Cc1ccc(CN2CCN(C3CCN(S(=O)(=O)c4ccc(C)cc4)CC3)C(=O)C2=O)cc1,-3%,7%
COc1ccc(S(=O)(=O)N2CCN(C(=O)NC3CC3)CC2)cc1,8%,10%
CCN(c1ccccc1)c1nnc(NC(=O)Nc2cccc(Br)c2)s1,-29%,u
O=C1C=C(NCCN2CCOCC2)CC(c2ccco2)C1 (configuration not stated),28%,-4%
CCN(C(=O)C(C)OC(=O)c1cc(=O)c2ccccc2o1)c1ccccc1 (configuration not stated),-2%,-2%
CCc1nn2c(=O)cc(COC(=O)c3ccccc3NC(=O)COc3ccccc3C)nc2s1,1%,-5%
COc1ccc(NC(=O)c2cc(C)nc3c2c(C)nn3-c2ccc(C)cc2)cc1OC,6%,-1%
Cc1ccc(NC(=O)c2cc(CN3CCOCC3)on2)cc1Cl,6%,-4%
CCN(Cc1ccccc1)C(=O)Cn1cnc2c(cnn2C)c1=O,0%,0%
CCOc1ccc(C2c3[nH]c4ccccc4c3CCN2C(=O)CCC2CCCC2)cc1 (configuration not stated),u,-19%[57.5 µM]
COC(=O)c1cc(NC(=O)c2cccc(N(C)C)c2)cc(C(=O)OC)c1,-6%,2%
CCOc1ccc(CNc2nc(NCc3ccc(OCC)cc3)n(S(=O)(=O)CC)n2)cc1,5%,1%
CCn1c(=O)c2sccc2n2c(CCC(=O)N3CCN(c4ccc(C(C)=O)cc4)CC3)nnc12,28%,7%
CCn1c(=O)sc2cc(NC(=O)c3cccc(OC)c3)ccc21,21%,-18%
CCc1ccccc1NC(=O)C1CCCN(C(=O)c2cnn(-c3ccccc3)c2-n2cccc2)C1 (configuration not stated),-5%,-11%
Cc1cccc(C(=O)NC(Nc2ccc(I)cc2)C(Cl)(Cl)Cl)c1 (configuration not stated),-13%,-15%
COC(=O)c1ccc(N2C(=O)Cc3cc(OC)c(OC)cc3C2c2ccc(F)cc2)cc1 (configuration not stated),-1%,3%
COc1ccc(-c2nc3sc(CCNC(=O)C(=O)Nc4cc(C)cc(C)c4)c(C)n3n2)cc1,-5%,-12%
COc1ccccc1C(=O)N1c2ccccc2C(C)(c2ccc(Cl)cc2)CC1(C)C (configuration not stated),-11%,-21%
O=C(NCc1ccccc1)c1cccc(-c2cnc3ccccc3c2)c1,-28%,u
CCC(C(=O)NCc1ccccc1)n1nc(C)c2sc3ccccc3c2c1=O (configuration not stated),7%,68%[activator]
O=C(CSc1oc(-c2ccco2)nc1S(=O)(=O)c1ccc(Cl)cc1)Nc1ccc(F)cc1,44%[activator],4%
CCS(=O)(=O)N1CC(=O)N(c2ccc(Cl)cc2)C(C)(C(=O)NC2CCCCC2)C1 (configuration not stated),-3%,-6%
# (further entries)
SMILES,AID inhibitor,UDG counter
COc1cc(Cl)c(C)cc1NC(=O)c1ccc(CN2C(=O)CCn3nc(C)cc32)cc1,20%,1%
COc1ccc(C(=O)CCC(=O)Nc2ccc(F)cc2F)cc1,-2%,6%
COc1ccc(C(=O)OCc2ccc(Br)cc2)cc1OC,-3%,11%
CC(=O)c1ccc(N2CCN(S(=O)(=O)c3cc(-c4noc(C)n4)ccc3C)CC2)cc1,-5%,2%
Cc1nc(SC(C)C(=O)NCCC2=CCCCC2)nc(C)c1C (configuration not stated),-4%,-4%
COCCCNCCOc1ccccc1-c1ccccc1,-4%,-12%
COc1ccc2nc(NC(=O)c3ccc(S(=O)(=O)N4CCCC(C)C4)cc3)sc2c1 (configuration not stated),-7%,5%
COCC(=O)N1CCN(c2oc(-c3ccco3)nc2C#N)CC1,0%,-15%

# Among those listed so far, these contain a thiophene ring, fused or not.
SMILES,AID inhibitor,UDG counter
COc1ccc(CC(=O)NCC(c2cccs2)S(=O)(=O)c2ccc(C)cc2)cc1 (configuration not stated),u,u
CCc1sc(C(N)=O)cc1C,2%,2%
Cc1cccc(/C=C(/C(=O)O)c2cccs2)c1,-2%,5%
CCOc1ccccc1NC(=O)N1CCc2c(sc(C)c2CC)C1c1ccccc1 (configuration not stated),-25%,-16%
Cc1cccc(C)c1NC(=O)CSc1nc(-c2cccs2)cc(C(F)(F)F)n1,11%,-4%
COC(=O)c1c(NC(=O)c2cc(=O)c3ccc(C)c(C)c3o2)sc2c1CCCC2,-16%,-6%[57.5 µM]
Cc1ccc(S(=O)(=O)c2nc(-c3cccs3)oc2SCc2ccc(F)cc2)cc1,5%,-14%
CC(OC(=O)c1sc2ccccc2c1Cl)C(=O)N1CCNC1=O (configuration not stated),-9%,1%
O=C(NCc1coc(-c2cccs2)n1)c1ccc(Cl)cc1Cl,-4%,-3%
Clc1ccccc1-n1c(SCc2nc(-c3cccs3)no2)nnc1N1CCCC1,-4%,-25%
Cc1noc(/C=C/c2cccs2)c1S(=O)(=O)N1CCC(C(=O)NCc2ccc(Cl)cc2)CC1,1%,7%[57.5 µM]
CCn1c(=O)c2sccc2n2c(CCC(=O)N3CCN(c4ccc(C(C)=O)cc4)CC3)nnc12,28%,7%
CCC(C(=O)NCc1ccccc1)n1nc(C)c2sc3ccccc3c2c1=O (configuration not stated),7%,68%[activator]
